RBBP9 inhibitor – human RBBP9 inhibitors, primary screen, biochemical, fluorescence polarization, FP-Rh probe, HTS | inhibition, % at 7.94 µM | recombinant RBBP9 | 220,000 tested, 0.2% active | Serine hydrolase RBBP9 (Homo sapiens), O75884 | AID 1515, 2009;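 active = inhibition above the campaign mean of all tested compounds plus 3 SD, cut at about 14% in these data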;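 also: plate controls were DMSO wells with RBBP9 for no effect and wells lacking RBBP9 protein for full effect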
Target sequence (O75884 whole entry, looked up): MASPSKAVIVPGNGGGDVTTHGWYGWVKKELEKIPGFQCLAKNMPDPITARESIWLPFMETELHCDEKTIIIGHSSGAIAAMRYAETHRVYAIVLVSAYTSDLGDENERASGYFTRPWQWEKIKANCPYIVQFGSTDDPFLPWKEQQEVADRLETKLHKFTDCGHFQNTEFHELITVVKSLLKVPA
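Controls: DMSO-treated enzyme wells and wells lacking RBBP9 | Material: RBBP9 protein | Technique: Fluorescence polarization | Replication: Single well per compound, no replicates | Buffer or medium: Tris-NaCl-Pluronic buffer, pH 8.0 | Timing: 30 min compound preincubation, 45 min probe labeling, 25 °C | Read-out basis: Percent inhibition from mP, scaled between DMSO and no-protein wells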
Runt-SMMHC FRET – inhibitors of RUNX1 Runt–CBFb-SMMHC binding, primary screen, biochemical, FRET, Cerulean-Runt, Venus-CBFb-SMMHC, uHTS | Runt-related transcription factor 1 (Homo sapiens) + Core-binding factor subunit beta … | Cerulean-Runt/Venus-CBFb-SMMHC FRET ratio 530/480, 1 h | inhibition, % at 20 µM | 220,000 tested, 0.74% active;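 active = mean inhibition across duplicate retests at 20 µM reaching about 50%, limit read from the data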;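 also: 0% = DMSO wells and 100% = wells with excess untagged CBFb-SMMHC; inhibitors lower the FRET ratio by blocking Runt binding to CBFb-SMMHC; some results filed as inactive read as strong as hits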
Target sequence (Q01196 whole entry, looked up): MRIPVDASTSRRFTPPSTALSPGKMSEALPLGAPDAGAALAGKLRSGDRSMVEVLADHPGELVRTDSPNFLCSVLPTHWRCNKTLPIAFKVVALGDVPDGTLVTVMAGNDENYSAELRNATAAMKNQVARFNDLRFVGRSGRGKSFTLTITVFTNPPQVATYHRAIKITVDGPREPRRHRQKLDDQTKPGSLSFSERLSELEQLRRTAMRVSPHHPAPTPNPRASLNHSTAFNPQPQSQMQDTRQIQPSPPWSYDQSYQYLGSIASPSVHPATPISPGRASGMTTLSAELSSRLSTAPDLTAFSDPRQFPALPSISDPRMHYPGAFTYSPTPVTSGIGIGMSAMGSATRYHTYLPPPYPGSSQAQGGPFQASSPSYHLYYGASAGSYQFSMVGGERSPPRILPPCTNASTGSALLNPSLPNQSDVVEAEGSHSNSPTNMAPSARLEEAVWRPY
Target sequence (Q13951 whole entry, looked up): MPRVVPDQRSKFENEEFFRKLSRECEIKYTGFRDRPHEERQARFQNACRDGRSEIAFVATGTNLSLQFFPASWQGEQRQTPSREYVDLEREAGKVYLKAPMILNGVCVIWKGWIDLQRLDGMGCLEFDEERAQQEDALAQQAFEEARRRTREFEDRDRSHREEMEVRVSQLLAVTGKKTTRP
Runt-CBFb FRET – inhibitors of RUNX1 Runt–CBFb binding, primary screen, biochemical, FRET, Cerulean-Runt, Venus-CBFb, uHTS; Cerulean-Runt/Venus-CBFb FRET ratio 530/480, 1 h; inhibition, % at 20 µM; 220,000 tested, 0.46% active; AID 1496, 2009;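 active = inhibition over about 50% at 20 µM in the single-dose screen, limit read from the data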;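 also: 0% = DMSO wells and 100% = excess unlabeled CBFb competitor control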
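Reagent – Venus-CBFb binding partner, 100 nM · Assay system – Cerulean-tagged RUNX1 Runt domain (FRET donor) fusion protein · Input – 100 nM per protein · Incubation – two 1 h room-temperature incubations shielded from light · Measured by – FRET fluorescence · Medium – Tris buffer pH 7.5 with salts and BSA · Benchmarks – unlabeled CBFb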
TNF death inh – inhibitors of TNF-alpha triggered necroptosis, primary screen, cell-based, Jurkat FADD-/-, single concentration | activation (protection from cell death), % at 10 µM | 220,000 tested, 0.068% active | Jurkat FADD-/- TNF necroptosis rescue, ATP luminescence, 24 h; 0 = TNF only, 100 = no-TNF cells;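 active = activation, meaning protection from cell death, of at least 50% relative to plate controls; inactive = activation below 50%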;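 also: necroptosis triggered by 40 ng/mL TNF-alpha added together with compound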
L929 necroptosis – inhibitors of zVAD-triggered necroptosis, primary screen, L929 cells | L929 zVAD necroptosis rescue, ATP luminescence, 24 h; with zVAD 60 µM | viability rescue, % at 10 µM | 220,000 tested, 0.38% active | AID 1377, 2008;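 active = activation, scaled between plate controls, above about 75%, limit read from the data; inactive = activation under that limit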;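 also: 0% = zVAD with DMSO and 100% = DMSO alone without zVAD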
Hck-Nef inh – inhibitors of Nef-activated human Hck kinase, primary screen, biochemical, Z-Lyte FRET, 384-well, Hck-YEEI. Tyrosine-protein kinase HCK (Homo sapiens), P08631. Recombinant Hck-YEEI plus Nef, Z-Lyte FRET kinase assay. inhibition, % at 20 µM. 220,000 tested, 0.68% active. AID 463187, 2010;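 active = Hck-Nef kinase inhibition above about 50%, limit read from the data; inactive = inhibition below that limit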;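 also: 0% = DMSO with Hck plus Nef and 100% = Hck alone without Nef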
EP2 mod – EP2 receptor modulators, cAMP readout, primary screen, cell-based, HTRF cAMP, PGE2 stimulation; Prostaglandin E2 receptor EP2 subtype (Homo sapiens), P43116; EP2-expressing cells, cAMP HTRF FRET, PGE2 co-stimulation; induction, % at 25 µM; 260,000 tested, 0.83% active; AID 940, 2007;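 active = compounds whose cAMP rise, as percent of the full-agonist control response, exceeds 60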;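 also: rat C6 glioma line stably carrying human EP2 under a CMV promoter; the protocol text gives 20 µM as final concentration; 100% = response of wells given 1 µM PGE2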
EP2 antag – human EP2 receptor antagonists, primary screen, TR-FRET cAMP, C6 glioma cells; 260,000 tested, 0.52% active; inhibition, % at 25 µM; C6 glioma cells expressing human EP2; cells stimulated with saturating PGE2; Prostaglandin E2 receptor EP2 subtype (Homo sapiens), P43116;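 active = percent inhibition above 40 after rounding to a whole number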;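 also: rat C6 glioma host cells with rolipram phosphodiesterase inhibitor present; the protocol text gives 20 µM as final concentration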
PERK inh – block of dimerizer-induced PERK translation repression, primary screen, PERK inhibitor project, CHO PERK-DD cells, SEAP luminescence, HTS; Eukaryotic translation initiation factor 2-alpha kinase 3 (Homo sapiens), Q9NZJ5; CHO PERK-DD fusion, SEAP luminescence translation reporter; inhibition, % at 5.6 µM; 220,000 tested, 0.17% active; AID 1416, 2008;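 active = inhibition above the mean inhibition of all tested compounds plus 3 SD, set separately per screening campaign, cut at about 2.9% in these data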;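 also: PERK kinase domain activated by AP20187 dimerizer at 100 nM; 0% = DMSO with dimerizer and 100% = rapamycin at 8.4 µM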
The depositor's hits bear a star; nt = not tested or not shown; & = joins results of further samples. Only part of the results is shown, so the mix of outcomes need not match the whole.

SMILES	RBBP9 inhibitor	Runt-SMMHC FRET	Runt-CBFb FRET	TNF death inh	L929 necroptosis	Hck-Nef inh	EP2 mod	EP2 antag	PERK inh
O=C(CCSc1nc(-c2ccco2)cc(C(F)(F)F)n1)N1CCCc2ccccc21	-3	-6	-8	-2.2	-0.3	2	18	-7	0.2
COc1ccc(N2CCN(C(CNC(=O)c3cccc(Cl)c3)c3cccnc3)CC2)cc1 (stereo not drawn)	-1	4	0	0.1	-0.5	-1	-4	19	-1.3
Cc1ccc(-n2c(SCC(=O)Nc3ccc(C(=O)O)cc3)nnc2-c2ccncc2)cc1	0	-1	2	3.5	0.2	11	16	8	1.2
Cc1sc(NC(=O)CSc2nnc3scc(-c4ccccc4)n23)c(C#N)c1C	-1	-13	-11	-1.5	0.5	3	14	4	1.1
C/C(Cl)=C\Cn1c(Nc2ccccc2)nc2c1c(=O)n(C)c(=O)n2C	1	0	1	-3.8	0.3	3	22&26	13&15	0.2
Cc1nc([N+](=O)[O-])c(C(=O)OCc2ccccc2)n1C	-2	2	-2	0.2	0.9	15	-20	7	0.1
Cc1[nH]c2ccc(-c3n[nH]c(=S)n3-c3ccccc3)cc2c1C	1	38	20	0.8	0.3	0	7	4	-0.1
Cc1cnc(NS(=O)(=O)c2ccccc2)c(Br)c1	-1	-1	-1	-0.2	1.5	2	9	7	1.3
CCN(CC)S(=O)(=O)c1ccc(NC(=O)Nc2cccc(C(F)(F)F)c2)cc1	-91	1	2	-3.2	6.3	-1	-44	10	0.1
CCCn1cnc2scc(-c3ccc(C)cc3)c2c1=O	-5	-3	-2	43	28	16	28	10	0.3
COc1c(C)cc(Br)cc1C(=O)Nc1ccc(S(N)(=O)=O)cc1	2	-1	-4	-1.1	-0.1	14	29	3	0.9
CCOC(=O)C1=C(C)OC2(O)c3ccccc3C(=O)C12O (stereo not drawn)	-11	-3	0	-7.8	0.3	12	-81	6	0.5
CN(Cc1ccccc1)c1nc2c(c(=O)[nH]c(=O)n2C)n1Cc1ccccc1Cl	-9	1	-4	-0.9	-0.3	0	77*	3	-0.4
O=C(NNS(=O)(=O)c1ccccc1[N+](=O)[O-])c1ccccc1Cl	5	-1	-1	-0.1	0.8	21	13	10	1.1
O=C(CSc1ncnc2sc3c(c12)CCCC3)c1ccccc1	-1	0	-2	0.3	0.3	11	21	24	0.7
O=C(CSc1nc2ccccc2[nH]1)c1c[nH]c2ccccc12	-5	-10	3	2.1	0.3	18	-61	8	0.0
CCNC(=S)NCc1ccc2[nH]c(C)cc2c1	-2	4	-2	1.3	nt	-4	-2	9	0.2
CCN(CC)S(=O)(=O)c1cccc(-c2nnc(C(=O)c3ccc(C(F)(F)F)cc3)o2)c1	-2	-6	-4	-3.3	0.0	0	-8	9	1.2
O=C(CN1CCCCCC1)Nc1ccccc1F	0	6	0	-0.8	-0.2	0	13	4	0.8
COc1ccc(/C=C/CN2CCN(Cc3ccc(F)cc3)C(CCO)C2)cc1 (stereo not drawn)	-4	2	1	2.3	2.1	14	-23	10	-0.2
Fc1ccc(N2N=C(c3cccs3)CC2c2ccccc2)cc1 (stereo not drawn)	-2	91*	59*	-0.4	0.1	56*	49	13	1.2
CSCC[C@H](NC(=O)OC(C)(C)C)C(=O)NCC1CCC(C(=O)O)CC1 (stereo partly drawn)	-5	-1	1	0.9	0.0	17	8	10	0.6
O=c1cc2c(nn1Cc1ccc(Cl)cc1)-c1ccccc1CC2	-1	0	-4	-0.5	0.8	-1	25	12	0.0
Cc1nc2cc(Cl)ccc2n1CCO	-4	-1	-1	-1.5	0.0	-1	9	6	0.9
Cc1nc(C)c(C(=O)OCC(=O)N2CCN(c3ccccc3)CC2)s1	-1	-3	-1	-0.1	0.1	1	-3	2	0.3

Only Hck-Nef inh and EP2 antag, for some of the entries so far:
smiles	Hck-Nef inh	EP2 antag
CN(Cc1ccccc1)c1nc2c(c(=O)[nH]c(=O)n2C)n1Cc1ccccc1Cl	0	3
O=C(NNS(=O)(=O)c1ccccc1[N+](=O)[O-])c1ccccc1Cl	21	10
O=C(CSc1ncnc2sc3c(c12)CCCC3)c1ccccc1	11	24
O=C(CSc1nc2ccccc2[nH]1)c1c[nH]c2ccccc12	18	8
CCNC(=S)NCc1ccc2[nH]c(C)cc2c1	-4	9
CCN(CC)S(=O)(=O)c1cccc(-c2nnc(C(=O)c3ccc(C(F)(F)F)cc3)o2)c1	0	9
O=C(CN1CCCCCC1)Nc1ccccc1F	0	4

Following part.
SMILES	RBBP9 inhibitor	Runt-SMMHC FRET	Runt-CBFb FRET	TNF death inh	L929 necroptosis	Hck-Nef inh	EP2 mod	EP2 antag	PERK inh
Cc1cc(NC(=O)c2noc3c2CCCC3)nn1Cc1ccc(Cl)cc1	-7	3	-2	-1.0	82*	-1	-6	3	0.1
CCN(CC)CCCN=Cc1c(O)n(-c2c(C)cccc2C)c(=O)c2ccccc12	-5	3	6	-3.5	-1.1	-13	-1	9	-1.6
CN1C(=O)C2(NC(=O)c3ccccc3N2C)c2ccccc21 (stereo not drawn)	-4	-4	-2	0.8	0.1	29	6	8	0.4
CCCn1c(=N)c(C(=O)NCc2ccc3c(c2)OCO3)cc2c(=O)n3cccc(C)c3nc21	-7	99*	71*	-16	-0.6	6	-30	9	-1.2
O=C(N/N=C/c1cc(Br)ccc1O)c1ccncc1	-10	-60	-21	-10.0	2.3	-3	-48	8	-0.3
COc1c(Cl)ccc(Cl)c1C(=O)NCc1ccco1	-13	2	1	0.1	-0.1	27	9	4	0.2
CCCCC(=O)NC(=S)NNC(=O)CC#N	-6	-1	19	1.0	0.3	0	29	2	0.9
O=C(CS(=O)(=O)c1ccc(Cl)cc1)NCCS(=O)(=O)c1ccc(Cl)cc1	-3	25	0	0.7	-0.1	21	-25	5	0.3
O=C1CNC(=S)N1CCc1ccc(Cl)cc1	-12	0	0	21	83*	11	-21	12	-0.2
CC(C)(C)/C(O)=C/c1nc2cc(Cl)ccc2oc1=O	-9	0	4	-6.6	61	5	2	14	1.0
CCn1c(SCC(N)=O)nnc1C(C)C	-1	-2	-1	0.3	3.6	19	7	10	1.0
NC(=O)c1ccccc1NC(=O)Nc1ccc(F)c(Cl)c1	4	-5	1	0.5	1.0	19	-81	7	0.3
COc1ccc(CCNCC(=O)N2C(C)CCCC2C)cc1OC (stereo not drawn)	-5	3	-2	0.6	0.5	-12	8	3	-0.9
COc1cc(OC)c(NC(=S)Nc2cccc(C(C)=O)c2)cc1Cl	-6	4	1	-4.4	0.5	0	-53	7	-0.3
CN(C)S(=O)(=O)c1ccc(N2CCCC2)c(C(=O)NCc2ccccc2)c1	4	1	1	0.5	-0.1	3	14	9	0.0
CCOC(=O)C(C(=O)OCC)N(C#N)c1nc(SC)nc(N(C)C)n1	-7	1	2	-1.7	0.0	1	-6	21	0.1
CCCCn1c(SCC(=O)N2CC(=O)Nc3ccccc32)nnc1-c1ccoc1C	-9	-2	-1	-3.0	-0.3	1	-5	10	-0.6
C/C(=N\O)c1ccn(S(=O)(=O)c2ccc(Cl)cc2)c1	0	-1	1	1.3	-0.5	13	-35	8	1.2
O=C1c2cccnc2C(Nc2ccc(Cl)cc2)N1Cc1cccs1 (stereo not drawn)	-7	-3	4	0.0	0.5	22	10	4	-0.6
Nc1ccccc1N=Cc1ccc(-c2cccc(Cl)c2)o1	-21	31	43	-3.8	3.2	23	-73	6	-0.3
CC(C)CC(NC(=O)OC(C)(C)C)c1cn([C@@H](Cc2ccc(O)cc2)C(=O)N2CCN(C(=O)OC(C)(C)C)CC2)nn1 (stereo partly drawn)	-5	1	-5	-0.9	-0.1	-23	6	7	0.3
CCOC(=O)CNC(=O)c1sc(NC(=O)c2cccc(F)c2)nc1C	-8	-7	0	2.1	0.3	1	-1	11	-0.1
Cc1ccccc1/C=C/c1nc2ccccc2c(=O)n1CCc1ccccc1	2	1	2	0.8	0.9	4	71*	13	0.7
CCOC(=O)c1[nH]c2ccc(OC)cc2c1NC(=O)C(C)N1CCC2(CC1)OCCO2 (stereo not drawn)	-3	-8	-1	-3.5	0.3	2	25	18	-0.8
CN1CCN(C(=O)CCN2C(=O)S/C(=C/c3ccc(Cl)cc3)C2=O)CC1	4	-5	0	0.3	1.0	1	-39	12	0.9
CCn1cc(C(=O)OCC(=O)OC2CC(C)CCC2C(C)C)c(=O)c2ccc(C)nc21 (stereo not drawn)	-1	2	-13	-1.2	0.0	2	28	9	-0.4
CCOC(=O)N1CCN(S(=O)(=O)c2ccc(OCC)c(C)c2)CC1	-1	2	-3	-3.4	0.9	8	-23	8	-0.1
Cc1ccc(SCC(=O)Nc2c(Br)cnn2C)cc1	-7	0	1	-3.1	-0.6	13	-19	7	0.5
CC(CCc1ccccc1)NC(=O)CN1C(=O)NC2(CCCCC2)C1=O (stereo not drawn)	3	-2	-2	1.7	1.9	-69	-11	6	0.2
CC(=O)c1cccc(NC(=O)c2ccc(NS(C)(=O)=O)cc2)c1	-4	1	-2	-1.1	0.7	4	16	13	-0.2

Sorted by SMILES length (smallest number first): part of the list above.
SMILES	RBBP9 inhibitor	Runt-SMMHC FRET	Runt-CBFb FRET	TNF death inh	L929 necroptosis	Hck-Nef inh	EP2 mod	EP2 antag	PERK inh
Cc1nc2cc(Cl)ccc2n1CCO	-4	-1	-1	-1.5	0.0	-1	9	6	0.9
Fc1ccc(N2N=C(c3cccs3)CC2c2ccccc2)cc1 (stereo not drawn)	-2	91*	59*	-0.4	0.1	56*	49	13	1.2
Cc1cc(NC(=O)c2noc3c2CCCC3)nn1Cc1ccc(Cl)cc1	-7	3	-2	-1.0	82*	-1	-6	3	0.1
O=C(CCSc1nc(-c2ccco2)cc(C(F)(F)F)n1)N1CCCc2ccccc21	-3	-6	-8	-2.2	-0.3	2	18	-7	0.2
